DTT redox prof = compounds producing H2O2 with reducing agent – biochemical, NIH compound library profiling, artefact control for MLSCN library redox annotation, primary screen; AID 878; activation, % at 10 µM; DTT-dependent redox cycling H2O2, phenol red/HRP absorbance; 100% = 100 µM peroxide control, 0% = buffer; actives 0.03% (n = 200,000);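 active = activation of at least 50% relative to the plate's high and low controls in the primary single-dose screen; inactive = activation below 50%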;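 also: compound incubated with DTT at 0.8 mM final as the reducing agent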
TNAP inh noacc = TNAP (human) inhibition, acceptor-free conditions | inhibition, % at 20 µM | AID 1012 | actives 0.26% (n = 200,000) | purified TNAP, CDP-star luminescence, 30 min | P05186;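 active = tissue-nonspecific alkaline phosphatase inhibition above about 50% at 20 µM in the single-dose screen, limit read from the data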;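 also: 0% = DMSO negative control and 100% = EDTA positive control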
Target sequence (P05186 whole entry, looked up): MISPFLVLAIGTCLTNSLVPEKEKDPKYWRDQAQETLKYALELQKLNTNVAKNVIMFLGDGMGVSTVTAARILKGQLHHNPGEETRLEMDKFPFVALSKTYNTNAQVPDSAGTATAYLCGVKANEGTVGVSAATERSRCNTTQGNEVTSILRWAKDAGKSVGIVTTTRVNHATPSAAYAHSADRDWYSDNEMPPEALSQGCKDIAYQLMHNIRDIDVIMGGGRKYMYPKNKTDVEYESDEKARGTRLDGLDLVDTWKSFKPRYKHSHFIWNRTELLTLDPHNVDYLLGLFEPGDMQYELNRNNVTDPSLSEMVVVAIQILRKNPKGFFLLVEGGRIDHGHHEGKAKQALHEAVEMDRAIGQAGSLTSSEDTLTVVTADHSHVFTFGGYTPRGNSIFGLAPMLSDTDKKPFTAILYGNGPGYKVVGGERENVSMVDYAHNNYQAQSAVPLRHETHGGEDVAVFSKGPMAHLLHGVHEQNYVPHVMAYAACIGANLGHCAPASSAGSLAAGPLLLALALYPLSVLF
Hsp70 act = switches on Hsp70 transcription; HeLa Hsp70 promoter luciferase reporter, luminescence; scaled: vehicle 0, proteasome-inhibitor control 100%; activation, % at 10 µM; actives 0.04% (n = 200,000);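 active = activation above the mean across all tested compounds plus 3 SD, cutoff set per campaign, cut at about 5.5% in these data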;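 also: 100% = MG132 at 30 µM as the positive control and 0% = DMSO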
PMI act hi M6P = increases human PMI activity with near-saturating mannose 6-phosphate | coupled PMI enzyme assay, resazurin fluorescence, 20 min; active compounds read high; 1 = untreated enzyme, 0 = substrate-free blank | activation factor at 20 µM | actives 0.34% (n = 190,000);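 active = activation factor of 2 or more at 20 µM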
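Material: human phosphomannose isomerase with PGI, G6PDH, diaphorase coupling enzymes / Reagent: Man-6-P substrate 1.0 mM / Dosing: single compound dose of 20 µM, 1% DMSO final / Incubation: enzyme reaction with compound 20 min at room temperature / Signal: resorufin fluorescence (Ex 544/Em 590 nm) from resazurin via diaphorase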
Efa HMGR inh = E. faecalis class II HMG-CoA reductase inhibition; AID 1066; actives 0.41% (n = 190,000); inhibition, % at 10 µM; purified E. faecalis HMGR, NADPH absorbance 340 nm kinetic;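 active = inhibition above a set limit, the median over all tested compounds plus 3 SD, cut at about 9.5% in these data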;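 also: enzyme runs in reverse so mevalonate oxidation gives rising NADPH absorbance; 0% = complete reaction with DMSO and 100% = background rate lacking mevalonate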
PMI activator = activators of human phosphomannose isomerase; P34949; purified human PMI, coupled resazurin fluorescence, 20 min; active compounds read high; 1 = vehicle control, 0 substrate-free wells; activation factor at 20 µM; actives 0.005% (n = 190,000); AID 1214;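 active = activation factor of 2 or more at 20 µM, relative to plate controls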
TNAP inh hiacc = TNAP (human) inhibition, high acceptor; purified TNAP, CDP-star luminescence, 1 M DEA; inhibition, % at 20 µM; actives 0.03% (n = 200,000); AID 1135;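 active = over 50% inhibition of tissue-nonspecific alkaline phosphatase at 20 µM in the single-dose screen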;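 also: plate controls were DMSO wells for no effect and EDTA-quenched wells as full inhibition for full effect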
S1P3 antag = blocks the human S1P3 receptor. Q99500. inhibition, % at 4.98 µM. actives 0.27% (n = 170,000). CHO S1P3 NFAT-BLA reporter, FRET fluorescence, antagonist mode;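 active = inhibition above the plate cutoff, the mean inhibition of test wells on that plate plus 3 SD, cut at about 28% in these data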;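 also: cells challenged with S1P at its EC80 of 0.8 µM; blue over green emission ratio from cleaved BLA substrate after 4 h stimulation; 0% = S1P-stimulated wells and 100% = unstimulated DMSO-only wells; some compounds past the cut are filed as inactive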
Target sequence (Q99500 whole entry, looked up): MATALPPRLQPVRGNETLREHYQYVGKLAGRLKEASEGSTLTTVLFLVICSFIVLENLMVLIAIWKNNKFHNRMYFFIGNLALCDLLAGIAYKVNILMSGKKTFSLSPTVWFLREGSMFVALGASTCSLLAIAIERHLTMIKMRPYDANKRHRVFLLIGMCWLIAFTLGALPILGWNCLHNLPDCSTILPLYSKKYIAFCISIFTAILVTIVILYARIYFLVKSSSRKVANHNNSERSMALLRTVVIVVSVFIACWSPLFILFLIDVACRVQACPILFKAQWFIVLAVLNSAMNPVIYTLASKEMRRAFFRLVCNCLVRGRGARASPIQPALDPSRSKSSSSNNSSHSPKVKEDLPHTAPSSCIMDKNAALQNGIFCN
Lmaj promast = Leishmania major promastigote growth inhibition; Leishmania major promastigotes, resazurin fluorescence viability; AID 1063; inhibition, % at 10 µM; actives 9% (n = 200,000); in the data active = inhibition above about 50%;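 also: promastigotes grown with compound for 44 hours at 28 °C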
RAM inhibit = blocks the yeast RAM network; S. cerevisiae dse1pr::URA3 reporter, 5-FOA growth OD615, 2 d; analog-sensitive cbk1-as2 kinase mutant strain; inhibition, % at 50 µM; actives 1.8% (n = 190,000);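 active = inhibition above a set limit, 3 SD over mean compound inhibition, cut at about 8.4% in these data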;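 also: 0% = DMSO-only wells with no growth and 100% = 10 µM 1-NA-PP1 full growth; inhibition rescues growth on 5-FOA so higher OD means more RAM inhibition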
* = called active by the depositor; x = no result given. Not a hit list (roughly 12% active in at least one column).

SMILES | DTT redox prof | TNAP inh noacc | Hsp70 act | PMI act hi M6P | Efa HMGR inh | PMI activator | TNAP inh hiacc | S1P3 antag | Lmaj promast | RAM inhibit
Nc1nc(CN2CCN(c3cccc(Cl)c3)CC2)nc(N2CCCc3ccccc32)n1 | 1.9 | 1 | -0.1 | 1.1 | -3 | 0.9 | -8 | -6 | -4 | 1.2
CCOc1ccc(NC(=O)NCCCN2CCCC2)cc1 | 0.2 | -16 | -0.3 | 1.1 | -3 | 1.1 | -8 | x | -4 | 2.4
CN(C)S(=O)(=O)c1cccc(NC(=O)CN2C(=O)C3C4C=CC(C4)C3C2=O)c1 (stereo unspecified) | -0.6 | -10 | -0.3 | 1 | 1 | 1 | -1 | -1 | 32 | 0.1
O=C(Nc1ccccc1)c1ccc2snnc2c1 | -0.3 | -10 | 0.2 | 0.9 | 3 | 1 | -4 | 8 | 77* | 1.4
Cc1ccc2c(c1)C=CC(C)(C)S2(=O)=O | 0.0 | -3 | -0.3 | 0.9 | -5 | 0.9 | -2 | -8 | -7 | 0.5
Cc1ccc(NC(=S)Nc2cccc3cnccc23)cc1 | -1.7 | -10 | -0.5 | 0.3 | 5 | 0.2 | 0 | -8 | 35 | -0.4
Cn1ccs/c1=N\C(=O)Nc1cccc(Cl)c1 | 0.7 | -11 | 0.6 | 1 | -1 | 1 | -4 | 1 | 40 | 0.4
Cc1ccc(NC(=O)CCn2nc(C)cc2C)cc1 | 0.1 | -26 | 0.2 | 1 | 0 | 1 | -6 | x | -7 | 1.1
O=c1c(-c2ccc(F)cc2)[n+]([O-])c2ccccc2n1OCc1ccccn1 | -0.7 | -4 | -0.4 | 1 | 5 | 1 | -2 | -17 | -7 | 1.8
O=C(CCc1ccccc1)Nc1cc(C(F)(F)F)ccc1Cl | -2.6 | -9 | -0.4 | 1 | 0 | 0.9 | -3 | x | 14 | 5.5
CC(=O)Nc1ccc(S(=O)(=O)N(C)CC(=O)NC2=NCCS2)cc1 | -0.6 | 1 | -0.4 | 1.1 | -5 | 1.1 | -6 | -18 | 0 | 1.4
Cc1ccccc1N1C(=O)CC(c2c[nH]c3ccccc23)C1=O (stereo unspecified) | -0.7 | -18 | -0.3 | 1.1 | 2 | 1.1 | 1 | 1 | -1 | 1.1
Cc1ccc(C(=O)N/C(N)=N/c2nc3ccccc3o2)cc1 | 0.9 | -6 | 0.1 | 1.1 | -5 | 1 | 9 | x | -1 | 4.2
Clc1ccc(-c2csc(-c3ccncc3)n2)cc1 | -0.8 | -9 | 0.4 | 0.9 | 0 | 1 | -1 | -1 | 6 | 0.6
COc1ccc(C(=O)Nc2cc(Cl)cc(Cl)c2)c(OC)n1 | 0.1 | -6 | -0.3 | 1 | 0 | 1 | -1 | -12 | -2 | 1.7
O=C(NNC(=O)c1ccc2c(c1)OCO2)NC1CCCCC1 | -4.4 | -10 | -0.1 | 1.1 | -8 | 1.1 | -3 | x | -5 | 0.9
CCN(CC(=O)Nc1cc(C)c(Cl)cc1OC)CC(=O)NC1CCS(=O)(=O)C1 (stereo unspecified) | -0.6 | -4 | -0.2 | 1 | -1 | 1 | 0 | -28 | -7 | 0.6
O=C1CC[C@@H](CN(Cc2ccccn2)Cc2nc(Cc3cccc(C(F)(F)F)c3)no2)N1 | -0.3 | 6 | 0.1 | 1 | -1 | 1 | -3 | 5 | -6 | 0.6
COc1ccc(C(c2nnnn2C2CCCCC2)N2CCN(C)CC2)c(OC)c1 (stereo unspecified) | -0.2 | -10 | 0.1 | x | 4 | x | -1 | -13 | 5 | 3.0
O=C(N=C1c2ccccc2CN1c1ccccc1)c1cccc([N+](=O)[O-])c1 | 0.5 | 2 | -0.2 | 1.3 | 2 | 1.2 | 0 | 4 | 6 | 0.9
CC(C)(C)NC(=O)c1ccc2c3c(cccc13)CC2 | -0.8 | -7 | 0.0 | 1 | -4 | 1 | -2 | -1 | 9 | 0.0
COc1ccccc1CNC(=O)CSc1cc(=O)n(C)c2ccccc12 | 0.2 | -3 | -0.1 | 1 | -6 | 1 | -1 | 5 | -4 | 3.1
COc1cccc2sc(Nc3nc(C)c(C(C)=O)s3)nc12 | 0.9 | -2 | 0.1 | 0.8 | -1 | 0.8 | 1 | -17 | 98* | 0.5
COc1ccc(OCC(=O)NNC(=O)c2ccc(-c3ccccc3)cc2)cc1 | -5.4 | -13 | 0.0 | 0.9 | -3 | 1 | 1 | x | -6 | 5.9
COc1ccccc1/C=C/C(=O)c1ccc(Cl)cc1 | -4.6 | -8 | -0.2 | 1 | 0 | 1 | -2 | x | 86* | 0.5
COc1ccccc1N1CCN(C(=O)c2ccc3nc[nH]c3c2)CC1 | -0.7 | 0 | -0.5 | 1 | -2 | 1.1 | -3 | -1 | -3 | -0.3
COc1ccc(/C(N)=N/O)c(OC)c1 | -1.3 | -2 | -0.1 | 1 | -1 | 1 | 1 | 0 | -5 | 2.1
O=C(CSc1nnc(-c2ccncc2)n1Cc1ccco1)Nc1nccs1 | -0.2 | -6 | -0.1 | 0.9 | -4 | 1.1 | -2 | x | -3 | 1.4
Cc1nc(CCNC(=O)Cc2ccccc2)cs1 | 0.1 | -16 | -0.4 | 0.6 | 4 | 0.8 | -3 | -19 | -7 | -0.1
CCN(CC(=O)Nc1ccc2c(c1)OCCO2)S(=O)(=O)c1ccc(C)cc1 | 2.5 | -13 | -0.1 | 1 | -1 | 1 | -4 | x | 4 | 0.1
Cc1cccnc1NC(=O)Cn1nc(-c2ccccc2)oc1=S | 0.0 | -14 | -0.2 | 1.2 | -2 | 1.1 | -8 | -2 | -4 | 1.8
CCOC(=O)c1c(NC(=O)CSc2nc(C)cc(C)c2C#N)sc(C(C)=O)c1C | 0.1 | -9 | -0.3 | 1.1 | -5 | 1 | -2 | 1 | 10 | 1.1
Cc1ccc(C2CC(=O)C(C=NCCN3CCN(C(=S)Nc4ccc(F)cc4)CC3)=C(O)C2)cc1 (stereo unspecified) | -1.1 | -10 | -0.3 | 0.9 | -3 | 0.9 | -4 | -13 | 7 | 1.5
CCC1(C)CC(CC(=O)O)(c2ccccc2OC)CCO1 (stereo unspecified) | -1.1 | -14 | -0.2 | 1 | -7 | 1.1 | -8 | 0 | -3 | -1.4
C#CCOCCOCCOCCNc1nc(N2CCN(C(=O)[C@H](CCC(=O)O)n3cc(C(N)Cc4ccc(O)cc4)nn3)CC2)nc(N2CCN(C(=O)[C@H](Cc3cc4ccccc4[nH]3)n3cc(C(N)[C@H](C)CC)nn3)CC2)n1 (stereo partly specified) | -0.7 | -18 | 0.1 | 1.1 | 0 | 1 | -8 | -19 | -4 | -0.5
c1cncc(-c2nc(N3CCOCC3)c3ccccc3n2)c1 | 0.2 | -8 | -0.1 | 0.9 | -2 | 0.9 | -5 | x | 10 | 1.3
c1ccc(SCc2nc(-c3cccnc3)no2)cc1 | 2.3 | -13 | -0.1 | 1 | -7 | 1 | -5 | -25 | 3 | 0.1
Cc1cc(C)c(S(=O)(=O)NCc2ccc3c(c2)cc(C)n3C)c(C)c1 | -0.7 | 0 | -0.1 | 0.8 | -10 | 0.8 | -6 | x | -2 | 14*
Cc1ccoc1C(=O)Nc1cccc(Oc2ccccc2)c1 | 0.1 | -10 | 0.0 | 1 | -6 | 0.9 | -9 | x | 21 | -0.4
COc1ccccc1N1CCN(C(=O)Cc2cccs2)CC1 | 0.4 | 3 | -0.5 | 1.1 | -11 | 1 | 8 | -24 | 2 | 0.3
O=C(Nc1sc2c(c1C(=O)O)CCCCC2)c1ccccc1F | -0.2 | -9 | -0.3 | 1 | -4 | 0.9 | -3 | -2 | 2 | 1.3
O=c1c(-c2ccccc2)c(O)nc2ccccn12 | 1.8 | -9 | -0.3 | 0.9 | -1 | 1 | -6 | -16 | -5 | -1.4
O=c1[nH]c2cc3c(cc2cc1CN(CC1CCCO1)S(=O)(=O)c1ccc(Cl)cc1)OCCO3 (stereo unspecified) | -0.7 | -8 | -0.4 | 1 | -2 | 1 | -2 | 19 | 7 | 4.3
O=C1C(Cl)=C(Nc2ccccc2O)C(=O)N1c1ccccc1 | -1.3 | -6 | 0.2 | 0.8 | -3 | 1 | -1 | x | 16 | 0.9
COc1ccccc1CNC(=O)COC(=O)c1cc(-c2ccco2)nc2ccccc12 | 0.2 | -4 | -0.3 | 0.9 | -3 | 0.8 | -4 | x | -1 | 1.8
CCOC(=O)C(NC(=O)c1ccc(Cl)cc1Cl)(Nc1ccc(C)cc1)C(F)(F)F (stereo unspecified) | -5.7 | -6 | -0.2 | 1 | -6 | 1.1 | 3 | x | 16 | 1.8
O=C(Nc1ccc(Cc2ccncc2)cc1)c1ccc(Cl)c([N+](=O)[O-])c1 | 0.7 | -8 | 0.3 | 0.9 | 4 | 0.8 | -3 | x | -3 | -0.5
COc1ccc(NC(=O)c2ccc(C)cc2)c(OC)c1 | -0.3 | -10 | 0.2 | 0.9 | 2 | 1 | -5 | 2 | -2 | 0.3
CN(C)c1nc(N/N=C/c2ccccc2O)nc(Nc2ccc(F)cc2)n1 | -2.2 | -82 | 0.0 | 1.1 | 1 | 1.1 | -2 | -7 | 84* | 3.3
COc1cccc(C(=O)Nc2ccc(N3CCCC3)cc2)c1 | -0.8 | -5 | 0.4 | 0.7 | 0 | 0.7 | 0 | x | 10 | 1.6
CCOc1cc(C2c3c(n[nH]c3C)C(=O)N2c2ccc(Br)cc2)ccc1O (stereo unspecified) | 2.5 | -10 | 0.6 | 0.9 | 0 | 0.9 | -4 | -8 | -5 | 2.1
COP(=O)(/C=C/c1ccccc1)C(O)c1ccc(F)cc1 (stereo unspecified) | 0.6 | -7 | 0.0 | 1 | -2 | 1 | -4 | -30 | -7 | 1.9
CN(CC(=O)Nc1ccc(OC(F)(F)F)cc1)C1CCCCC1 | 2.6 | -6 | -0.2 | 1 | 0 | 1 | -6 | 12 | -2 | 1.2
COc1ccc(Cl)cc1S(=O)(=O)N1CCN(c2ccc(F)cc2)CC1 | 2.7 | -10 | -0.2 | 0.8 | 0 | 0.8 | -5 | 14 | 77* | 1.7
COc1cc(NC(=O)c2ccc(NS(=O)(=O)c3c(C)noc3C)cc2)cc(OC)c1 | 2.2 | -13 | -0.3 | 0.9 | 1 | 1 | -4 | 30 | 11 | 11*
O=C(OCc1nnc(-c2ccccc2)o1)c1cc(F)c(F)cc1Cl | 1.1 | 0 | -0.2 | 1 | 3 | 1 | -3 | 1 | 3 | 1.4
Cn1c(Cl)c(/C=N/OC(=O)C(C)(C)C)c2ccccc21 | -0.4 | -4 | -0.3 | 0.9 | -1 | 0.9 | -2 | -18 | 6 | 2.3
